Compound activity deposited in PubChem BioAssay by several laboratories.
Pf gametocyte: late stage P. falciparum gametocyte viability inhibitors, primary screen, ATP luminescence, HTS; P. falciparum stage V gametocytes, 24 h; inhibition, % at 10.9 µM; 150,000 compounds, 0.065% hits; AID 743093, 2013;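 active = inhibition above the mean plus 3 SD of compounds within the control limits, set per campaign, cut at about 38% in these data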;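 note: 0% = DMSO wells and 100% = medium only without gametocytes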
Bim-Mcl-1: inhibitors of Bim peptide binding to Mcl-1, primary screen, biochemical, bead-based flow cytometry, multiplex | Induced myeloid leukemia cell differentiation protein Mcl-1 (Homo sapiens), Q07820 | Bim peptide-Mcl-1 binding | inhibition, % at 10 µM | 190,000 compounds, 0.1% hits | AID 1009, 2008; in the data active = inhibition above about 40%;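 note: 0% = no compound tracer wells and 100% = peptide blocker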
Target sequence (Q07820 whole entry, looked up): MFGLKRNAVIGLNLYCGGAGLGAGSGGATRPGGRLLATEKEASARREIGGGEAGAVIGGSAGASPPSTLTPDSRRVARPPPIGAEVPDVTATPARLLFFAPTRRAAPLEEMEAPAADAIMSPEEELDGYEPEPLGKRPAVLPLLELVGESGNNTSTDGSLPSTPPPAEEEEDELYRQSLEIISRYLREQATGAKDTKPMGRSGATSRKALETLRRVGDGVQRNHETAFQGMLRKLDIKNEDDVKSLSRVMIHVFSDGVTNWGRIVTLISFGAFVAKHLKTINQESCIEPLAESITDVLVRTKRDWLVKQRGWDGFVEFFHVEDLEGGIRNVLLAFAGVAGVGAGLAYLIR
Cdc42 wt: modulators of GTP binding to wildtype Cdc42, primary screen, biochemical, multiplex bead flow cytometry, Bodipy-GTP; Cell division control protein 42 homolog (Homo sapiens), P60953; GST-Cdc42 beads; actives lie on both sides; percent activity (GTP binding), % at 10 µM; 190,000 compounds, 0.2% hits;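 active = percent activity GTP binding at least 20 points away from the 100% baseline, either down as inhibitor or up as activator; inconclusive = compound flagged as likely green fluorescent from well-wide comparison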;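 note: median bead fluorescence of bound Bodipy-FL-GTP at 100 nM; 0% = excess unlabeled GTP control and 100% = no compound control; below 100% means less GTP binding so inhibitor and above means activator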
Target sequence (P60953 whole entry, looked up): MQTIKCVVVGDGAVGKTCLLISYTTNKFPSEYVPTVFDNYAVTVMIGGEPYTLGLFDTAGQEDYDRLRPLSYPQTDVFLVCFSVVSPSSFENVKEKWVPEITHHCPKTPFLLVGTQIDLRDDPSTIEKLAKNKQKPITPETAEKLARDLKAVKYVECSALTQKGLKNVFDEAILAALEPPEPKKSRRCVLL
Rac1 wt GTP bind: wildtype Rac1 GTP binding modulators, primary screen, biochemical, GST-Rac1 beads, flow cytometry, multiplex; fluorescent GTP binding; actives lie on both sides; 0 = cold GTP competed, 100 = untreated; Ras-related C3 botulinum toxin substrate 1 (Homo sapiens), P63000; GTP binding activity (% of control), % at 10 µM; 190,000 compounds, 0.27% hits; AID 757, 2007;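 active = GTP binding activity at least 20 points away from the 100% control level, either lower or higher; inconclusive = compound flagged as likely green fluorescent, judged across all proteins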
HRas wt GTP bind: modulators of GTP binding to HRas wildtype, primary screen, biochemical, bead-based flow cytometry, multiplex; 190,000 compounds, 0.14% hits; GTPase HRas (Homo sapiens), P01112; GTP binding activity, % at 10 µM; AID 759, 2007; GST-Ras wt beads, Bodipy-FL-GTP binding; actives lie on both sides;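 active = GTP binding activity at least 20% away from the 100% baseline, either lowered as inhibitor or raised as activator; inconclusive = flagged as likely green fluorescent, judged across all proteins in the well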;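 note: 0% = unlabeled GTP competition control and 100% = no-compound control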
Target sequence (P01112 whole entry, looked up): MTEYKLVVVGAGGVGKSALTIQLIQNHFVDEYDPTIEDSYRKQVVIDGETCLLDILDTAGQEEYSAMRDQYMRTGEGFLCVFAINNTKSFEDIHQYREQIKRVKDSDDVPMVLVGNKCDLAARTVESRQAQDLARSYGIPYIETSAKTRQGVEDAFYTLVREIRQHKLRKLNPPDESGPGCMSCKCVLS
Rab7 wt modul: modulators of GTP binding to Rab7, primary screen, biochemical, wildtype, multiplex bead flow cytometry. Rab7 GTPase wild type (dog), Bodipy-FL-GTP binding. GST-Rab7 beads, fluorescent GTP binding; actives lie on both sides; untreated = 100%, excess cold GTP = 0%. GTP binding activity (percent of control), % at 10 µM. 190,000 compounds, 0.055% hits;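 active = fluorescent GTP binding to Rab7 beads changed by at least 20 points from the 100% baseline, either direction, mostly lower; inconclusive = compound itself probably fluorescent, or too few beads counted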;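 note: median green fluorescence of bound Bodipy-FL-GTP per Rab7 bead population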
RGS8-Gao: RGS8-Galphao binding modulators, primary screen, biochemical, multiplexed bead flow cytometry; actives lie on both sides; Guanine nucleotide-binding protein G(o) subunit alpha (Homo sapiens), P09471; AID 1423, 2008; response (percent of control binding), % at 10 µM; 220,000 compounds, 0.34% hits; in the data active = response below about 60% or above about 140%; inactive = in between;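 note: Galphao activated as the GDP aluminium fluoride complex binding bead-coupled RGS8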
Target sequence (P09471 whole entry, looked up): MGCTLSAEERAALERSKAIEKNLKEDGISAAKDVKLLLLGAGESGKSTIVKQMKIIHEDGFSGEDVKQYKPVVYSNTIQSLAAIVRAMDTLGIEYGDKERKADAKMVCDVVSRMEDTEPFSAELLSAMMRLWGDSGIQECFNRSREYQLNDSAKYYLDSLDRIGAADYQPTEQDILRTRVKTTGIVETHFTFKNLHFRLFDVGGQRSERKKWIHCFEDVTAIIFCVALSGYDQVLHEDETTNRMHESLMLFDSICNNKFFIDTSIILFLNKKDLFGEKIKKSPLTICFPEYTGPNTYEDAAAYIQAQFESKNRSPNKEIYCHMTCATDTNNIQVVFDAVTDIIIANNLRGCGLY
Mcl1-Bid inh: Mcl-1/Bid binding inhibitors, primary screen, biochemical, TR-FRET, 1536-well | 220,000 compounds, 0.97% hits | inhibition, % at 21.7 µM | TR-FRET Mcl-1/Bid-Dy647 peptide binding | Induced myeloid leukemia cell differentiation protein Mcl-1 (Homo sapiens), Q07820;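 active = compounds that cut the binding signal by more than half at the single screening dose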;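 note: His-tagged Mcl-1 with europium anti-His antibody binding Bid BH3 peptide; 0% = Mcl-1 plus peptide wells and 100% = peptide-only wells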
Rac1 mut GTP: GTP binding modulators of activated mutant Rac1, primary screen, biochemical, bead-based flow cytometry, multiplex, fluorescent GTP; Ras-related C3 botulinum toxin substrate 1 (Homo sapiens), P63000; GST-Rac1 activated beads; actives lie on both sides; 100% means binding = to untreated wells; percent activity (GTP binding), % at 10 µM; 190,000 compounds, 0.11% hits; AID 764, 2007;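 active = GTP binding at least 20 percentage points away from the 100% baseline, in either direction, so actives lie on both sides; inconclusive = Compound likely fluorescent itself, or too few beads counted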
Mcl1 Noxa PPI: Mcl-1/Noxa binding inhibitors, primary screen, biochemical, TR-FRET, 1536-well; Induced myeloid leukemia cell differentiation protein Mcl-1 (Homo sapiens), Q07820; 220,000 compounds, 1.5% hits; TR-FRET Mcl-1/Noxa peptide binding, 2 h; inhibition, % at 21.7 µM;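 active = compounds that cut the protein-peptide binding signal by more than 50% relative to plate controls in a single-dose test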;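 note: His-tagged Mcl-1 with rhodamine Noxa BH3 peptide and terbium anti-His antibody; 0% = Mcl-1 plus Noxa peptide wells and 100% = peptide-only wells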
Rab2 wt GTP: modulators of GTP binding to Rab2A wildtype, primary screen, biochemical, dog, bead-based flow cytometry, multiplex. GST-Rab2 wt beads, Bodipy-GTP binding. Ras-related protein Rab-2A (Canis lupus familiaris), P61105. 190,000 compounds, 0.19% hits. AID 760, 2007. GTP binding activity, % at 10 µM;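 active = GTP binding activity at least 20 points away from 100%, either lowered or raised; inconclusive = signal likely due to the compound's own green fluorescence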;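 note: 0% = beads with excess unlabeled GTP and 100% = no-compound control corrected for plate trend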
Numbers without * were called inactive; u = inconclusive; x = no result given. Rows were taken by chance. Share with any hit: about 2.9%.

SMILES | Pf gametocyte | Bim-Mcl-1 | Cdc42 wt | Rac1 wt GTP bind | HRas wt GTP bind | Rab7 wt modul | RGS8-Gao | Mcl1-Bid inh | Rac1 mut GTP | Mcl1 Noxa PPI | Rab2 wt GTP
O=c1c2c(-c3cccs3)csc2ncn1-c1ccc(Br)cc1 | 7 | -2 | 99 | 99 | 102 | 98 | 98 | -14 | 98 | 0 | 98
CCN(CC)S(=O)(=O)c1cc(NC(=O)c2n[nH]c(=O)c3ccccc23)ccc1C | -29 | -1 | 94 | 94 | 92 | 92 | 102 | -6 | 94 | 16 | 91
CC(C)(C)N(CC#CCC1(O)c2ccccc2-c2ccccc21)CCO | 14 | -8 | 98 | 101 | 97 | 97 | 99 | -34 | 96 | -12 | 97
Cc1cccc(C)c1NC(=O)COC(=O)c1cccc2c1C(=O)c1ccccc1C2=O | 0 | 0 | 98 | 96 | 94 | 97 | 103 | -6 | 99 | -11 | 93
O=S1CC/C(=N\O)c2ccccc21 (stereo not given) | -11 | 0 | 105 | 102 | 104 | 101 | 99 | -1 | 99 | -3 | 103
CN(C)S(=O)(=O)c1ccc(C(=O)Nc2ccc(Cl)cc2)cc1 | x | 1 | 98 | 99 | 96 | 96 | 100 | -7 | 96 | -1 | 98
O=C1C(Nc2ccc(O)cc2)=C/C(=N/S(=O)(=O)c2cccs2)c2ccccc21 | -10 | -3 | 94 | 106 | 98 | 107 | 102 | -38 | 97 | 17 | 97
CC(C)(C)NC(=O)NC(=O)CN1CCc2ccccc21 | 24 | 4 | 92 | 93 | 92 | 90 | 101 | -19 | 93 | 14 | 93
Cc1nc(CS(=O)(=O)c2ccccc2)cc(N2CCN(c3ccccc3F)CC2)n1 | -25 | -1 | 97 | 97 | 99 | 105 | 106 | -17 | 94 | -26 | 98
CCCc1noc(-c2cccc([N+](=O)[O-])c2)n1 | -9 | 27 | 96 | 95 | 94 | 98 | 97 | -13 | 95 | 0 | 97
COC(/C=C/Nc1ccc(OC)cc1)=C(C#N)C#N | -28 | -5 | u | u | u | u | 101 | -17 | u | -15 | u
COc1ccc(-c2nn3c(C4CCCCC4)nnc3s2)cc1OC | 9 | -8 | 101 | 100 | 100 | 100 | 100 | 5 | 99 | 8 | 100
COc1ccc(CC(=O)NNC(=O)CSc2nnc(Cc3ccc(OC)cc3)n2-c2ccccc2)cc1 | 12 | -6 | 103 | 101 | 101 | 101 | 101 | -73 | 100 | 4 | 100
O=C(CSCc1ccccc1)Nc1cccc(C(=O)Nc2ccc(C(=O)O)cc2)c1 | 14 | -1 | 102 | 101 | 100 | 102 | 99 | -4 | 99 | 20 | 102
Cc1cccc(OCc2nnc(SCC(=O)Nc3cccc(C(=O)N4CCOCC4)c3)n2C)c1 | x | -3 | 102 | 105 | 102 | 97 | 102 | -21 | 103 | 14 | 101
Cc1cccc2sc(NC(=O)c3ccc(OCC4CCCO4)cc3)nc12 (stereo not given) | 22 | -4 | 96 | 95 | 95 | 92 | 97 | -25 | 95 | 1 | 96
COc1ccc(-c2ncncc2-c2csc(C)n2)c(O)c1OC | x | 0 | u | u | u | u | 100 | -3 | u | 13 | u
CC(=O)Nc1ccc(-c2csc(NC(=O)CCCc3cccs3)n2)cc1 | 16 | -4 | 97 | 104 | 99 | 94 | 103 | -37 | 101 | -2 | 98
c1ccc(COc2ccc(CNCc3cccnc3)cc2)cc1 | -18 | 2 | 98 | 99 | 102 | 103 | 105 | 10 | 96 | 15 | 98
CCCC(=O)NC(=S)Nc1ccccc1C(F)(F)F | x | -2 | 90 | 93 | 94 | 96 | 97 | -18 | 93 | -5 | 92
O=C(NC(NC(=S)Nc1ccccc1Cl)C(Cl)(Cl)Cl)c1cccc(Cl)c1 (stereo not given) | -5 | -16 | 99 | 102 | 100 | 100 | 100 | -50 | 101 | 8 | 99
O=C(NCCc1ccccc1)C1CCN(C2CCN(C(=O)CC3=CCCCC3)CC2)CC1 | 0 | -3 | 97 | 99 | 97 | 98 | 110 | -7 | 93 | -1 | 96
O=C(NCCc1ccccc1)c1ccc(CS(=O)(=O)Cc2ccccc2F)o1 | 5 | -3 | 105 | 109 | 102 | 104 | 101 | -20 | 101 | 6 | 103
COc1cc(NC(=O)c2cccc(Br)c2)nc(OC)n1 | 8 | -2 | 98 | 98 | 98 | 95 | 103 | 1 | 99 | 5 | 100
COC(=O)c1cc(NC2c3ccccc3C(=O)N2Cc2ccco2)cc(C(=O)OC)c1 (stereo not given) | x | 1 | 103 | 107 | 102 | 103 | 99 | -15 | 100 | 8 | 99

The list goes on; the last 2 above are carried over.
SMILES | Pf gametocyte | Bim-Mcl-1 | Cdc42 wt | Rac1 wt GTP bind | HRas wt GTP bind | Rab7 wt modul | RGS8-Gao | Mcl1-Bid inh | Rac1 mut GTP | Mcl1 Noxa PPI | Rab2 wt GTP
COc1cc(NC(=O)c2cccc(Br)c2)nc(OC)n1 | 8 | -2 | 98 | 98 | 98 | 95 | 103 | 1 | 99 | 5 | 100
COC(=O)c1cc(NC2c3ccccc3C(=O)N2Cc2ccco2)cc(C(=O)OC)c1 (stereo not given) | x | 1 | 103 | 107 | 102 | 103 | 99 | -15 | 100 | 8 | 99
Cc1nc(NC2CCCC2)sc1C(=O)N(C)C | 0 | 0 | 101 | 105 | 102 | 103 | 101 | -18 | 101 | 1 | 99
Cc1cc(-c2nn(-c3ccccc3F)cc2CN2CCC(C(N)=O)CC2)c(C)s1 | 12 | 0 | 98 | 104 | 99 | 93 | 101 | -24 | 100 | 16 | 97
CCN(C(=O)CSc1nnc(C)n1Cc1ccccc1)C1CCS(=O)(=O)C1 (stereo not given) | x | 1 | 102 | 103 | 100 | 101 | 101 | -21 | 97 | 9 | 101
O=C(CSc1nnc(-c2ccc(F)cc2)c2ccccc12)NCC1CCCO1 (stereo not given) | -14 | -6 | 96 | 100 | 96 | 94 | 102 | -2 | 93 | -2 | 95
CCOc1ccc(S(=O)(=O)NCCCl)cc1 | x | 0 | 99 | 97 | 94 | 99 | 103 | -19 | 96 | -18 | 98
Cc1cc2nc(C3CCN(Cc4nnnn4Cc4cccs4)CC3)[nH]c2cc1C | x | 0 | 106 | 109 | 103 | 106 | 123 | -5 | 104 | 11 | 104
COc1ccccc1NC(=S)NC(=O)C(C)(C)C | 4 | -6 | 99 | 101 | 100 | 100 | 95 | -36 | 98 | 12 | 99
Cc1ccc(C2=Nc3cccnc3C(c3ccccc3)=NN2)cc1 | -27 | 2 | 97 | 100 | 99 | 105 | 102 | -7 | 94 | -9 | 102
N#CC1=C(N)C(C#N)(C#N)[C@H](c2cccnc2)[C@H]2CN(C(=O)OCc3ccccc3)CC=C12 | 11 | -3 | 101 | 99 | 99 | 98 | 96 | -14 | 95 | -2 | 100
CCS(=O)(=O)Nc1cccc(-c2cc(-c3ccccc3)c3cc(C)ccc3n2)c1 | x | -2 | 98 | 103 | 97 | 101 | 102 | 21 | 98 | -5 | 99
Cc1nc(Nc2cccc(C(C)O)c2)c2nnn(Cc3ccccc3F)c2n1 (stereo not given) | 15 | 0 | 98 | 100 | 97 | 94 | 100 | -13 | 96 | 10 | 96
CCc1ccccc1NC(=O)CSc1ccsc1[N+](=O)[O-] | 5 | -3 | 100 | 104 | 101 | 99 | 99 | -57 | 102 | 54* | 101
Cc1onc(-c2ccccc2)c1C(=O)N1CC(C)OC(C)C1 (stereo not given) | x | -2 | 101 | 101 | 98 | 100 | 96 | -7 | 98 | -14 | 97
CCCOc1ccc(N2C(=O)CC(N(CCc3ccc(OC)c(OC)c3)C(=S)Nc3ccccc3)C2=O)cc1 (stereo not given) | x | 0 | 99 | 102 | 101 | 102 | 104 | -22 | 100 | 11 | 100
CC1(C)CC(=O)C(C=Nc2ccc3cn[nH]c3c2)=C(O)C1 | x | -2 | 99 | 99 | 100 | 99 | 100 | -13 | 98 | 13 | 100
CCc1nnc(NC(=O)C2=NN(C3CCS(=O)(=O)C3)C(=O)CC2)s1 (stereo not given) | 8 | 0 | 100 | 97 | 99 | 104 | 96 | -9 | 95 | -3 | 99

Two records drawn at random from those above:
SMILES | Pf gametocyte | Bim-Mcl-1 | Cdc42 wt | Rac1 wt GTP bind | HRas wt GTP bind | Rab7 wt modul | RGS8-Gao | Mcl1-Bid inh | Rac1 mut GTP | Mcl1 Noxa PPI | Rab2 wt GTP
CCOc1ccc(S(=O)(=O)NCCCl)cc1 | x | 0 | 99 | 97 | 94 | 99 | 103 | -19 | 96 | -18 | 98
Cc1nc(NC2CCCC2)sc1C(=O)N(C)C | 0 | 0 | 101 | 105 | 102 | 103 | 101 | -18 | 101 | 1 | 99

Arranged by value in Rab7 wt modul (rising): 4 from the list above.
Compound	Bim-Mcl-1	Cdc42 wt	HRas wt GTP bind	Rab7 wt modul	RGS8-Gao	Mcl1-Bid inh	Mcl1 Noxa PPI	Rab2 wt GTP
Cc1nc(Nc2cccc(C(C)O)c2)c2nnn(Cc3ccccc3F)c2n1 (stereo not given)	0	98	97	94	100	-13	10	96
CCCc1noc(-c2cccc([N+](=O)[O-])c2)n1	27	96	94	98	97	-13	0	97
CCS(=O)(=O)Nc1cccc(-c2cc(-c3ccccc3)c3cc(C)ccc3n2)c1	-2	98	97	101	102	21	-5	99
Cc1cc2nc(C3CCN(Cc4nnnn4Cc4cccs4)CC3)[nH]c2cc1C	0	106	103	106	123	-5	11	104

Records listed so far printed as active in Mcl1 Noxa PPI:
SMILES | Bim-Mcl-1 | Cdc42 wt | HRas wt GTP bind | Rab7 wt modul | RGS8-Gao | Mcl1-Bid inh | Mcl1 Noxa PPI | Rab2 wt GTP
CCc1ccccc1NC(=O)CSc1ccsc1[N+](=O)[O-] | -3 | 100 | 101 | 99 | 99 | -57 | 54* | 101
